Screening data deposited in PubChem by The Scripps Research Institute Molecular Screening Center.
PAFAH2 FP inh: PAFAH2 (human) inhibition | Q99487 | recombinant PAFAH2, FP-rhodamine activity probe, fluorescence polarization | inhibition, % at 3.39 µM | hit rate 0.99% among 340,000;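 active = inhibition above the mean over all tested compounds plus 3 SD, cut at about 30% in these data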;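 note: inhibitors block probe labeling of enzyme so polarization drops; 0% = enzyme with DMSO and 100% = wells lacking PAFAH2 protein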
PAFAH1B3 inh: blocks human PAF acetylhydrolase 1B catalytic subunit 3. AID 492972. hit rate 0.28% among 340,000. inhibition, % at 3.39 µM. recombinant PAFAH1B3, FP-rhodamine probe, fluorescence polarization;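 active = inhibition above the screen-wide average of all tested compounds plus 3 SD, cut at about 25% in these data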;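 note: 0% = enzyme with DMSO only and 100% = wells lacking PAFAH1B3 protein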
Target sequence (Q15102 whole entry, looked up): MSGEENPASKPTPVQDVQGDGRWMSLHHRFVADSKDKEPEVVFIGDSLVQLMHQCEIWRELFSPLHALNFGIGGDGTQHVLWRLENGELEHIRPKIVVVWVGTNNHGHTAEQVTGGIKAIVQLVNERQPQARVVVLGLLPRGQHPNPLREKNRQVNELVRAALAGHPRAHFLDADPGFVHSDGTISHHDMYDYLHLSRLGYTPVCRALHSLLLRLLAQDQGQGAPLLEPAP
LYPLA1 counter: counter-screen for PME1 inhibitors: inhibitors of human LYPLA1 | O75608 | AID 2174 | hit rate 0.16% among 320,000 | inhibition, % at 5.9 µM | recombinant LYPLA1, FP-Rh probe fluorescence polarization;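 active = inhibition above the mean of all tested compounds plus 3 SD, set per campaign, cut at about 14% in these data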;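 note: inhibitors block serine hydrolase probe labeling of LYPLA1 so polarization falls; 0% = enzyme with DMSO and 100% = wells lacking LYPLA1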
Target sequence (O75608 whole entry, looked up): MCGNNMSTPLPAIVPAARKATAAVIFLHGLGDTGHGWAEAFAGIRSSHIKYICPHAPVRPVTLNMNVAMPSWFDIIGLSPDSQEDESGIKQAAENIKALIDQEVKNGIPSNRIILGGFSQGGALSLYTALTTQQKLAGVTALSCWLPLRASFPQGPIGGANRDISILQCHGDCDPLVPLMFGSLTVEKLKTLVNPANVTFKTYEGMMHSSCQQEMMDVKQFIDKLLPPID
pPAFAH FP inh: pPAFAH (human) enzyme inhibition; recombinant pPAFAH, FP-rhodamine probe fluorescence polarization; Q13093; inhibition, % at 3.39 µM; AID 463082; hit rate 1.5% among 330,000;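 active = inhibition above the mean inhibition across the screen plus 3 SD, cut at about 25% in these data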;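 note: inhibitors block binding of the rhodamine activity-based probe so polarization drops; 0% = enzyme with DMSO and 100% = wells lacking pPAFAH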
EBNA-1 inhibitor: blocks EBNA-1 binding to DNA; EBNA-1 DNA binding, fluorescence polarization; inhibition, % at 14.8 µM; hit rate 0.34% among 300,000; AID 1950; in the data active = inhibition above about 28%
LYPLA2 counter: counter-screen for PME1 inhibitors: inhibitors of human LYPLA2; recombinant LYPLA2, FP-Rh probe fluorescence polarization; inhibition, % at 5.9 µM; hit rate 0.38% among 320,000;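 active = inhibition above the screen-wide mean plus 3 SD, limit set per campaign, cut at about 26% in these data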;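 note: 0% = LYPLA2 with DMSO and 100% = wells lacking LYPLA2 enzyme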
Target sequence (O95372 whole entry, looked up): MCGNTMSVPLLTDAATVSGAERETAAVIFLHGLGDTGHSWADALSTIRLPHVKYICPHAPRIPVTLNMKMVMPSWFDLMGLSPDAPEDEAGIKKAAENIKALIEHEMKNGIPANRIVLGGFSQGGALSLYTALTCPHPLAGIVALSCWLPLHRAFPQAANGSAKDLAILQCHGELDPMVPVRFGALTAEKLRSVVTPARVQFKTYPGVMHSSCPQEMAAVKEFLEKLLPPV
PAFAH1B2 inh: blocks human PAF acetylhydrolase 1b catalytic subunit 2 | AID 492953 | P68402 | inhibition, % at 3.39 µM | hit rate 1.2% among 340,000 | recombinant PAFAH1B2, FP-rhodamine activity probe, fluorescence polarization;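 active = inhibition above the mean of all tested compounds plus 3 SD, cut at about 24% in these data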;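 note: 0% = enzyme with DMSO and 100% = wells lacking PAFAH1B2; many of its hits are not listed in these tables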
Target sequence (P68402 whole entry, looked up): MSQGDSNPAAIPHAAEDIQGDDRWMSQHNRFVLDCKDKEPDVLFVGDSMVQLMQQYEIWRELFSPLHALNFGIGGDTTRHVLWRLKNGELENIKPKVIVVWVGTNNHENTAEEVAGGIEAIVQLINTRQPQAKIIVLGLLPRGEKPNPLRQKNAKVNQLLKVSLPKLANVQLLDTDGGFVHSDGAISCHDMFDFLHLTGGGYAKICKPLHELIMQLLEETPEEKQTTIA
ZTA counter: ZTA (EBV) inhibition in EBNA-1 counter-screen; AID 2234; hit rate 0.15% among 320,000; P03206; inhibition, % at 11 µM; ZTA-DNA binding, fluorescence polarization; in the data active = inhibition above about 33%
PREPL inh: inhibitors of human prolyl oligopeptidase-like enzyme PREPL; AID 2751; recombinant PREPL, fluorescence polarization activity-based probe; Q4J6C6; hit rate 0.68% among 320,000; inhibition, % at 5.96 µM; in the data active = inhibition above about 43%;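 note: 0% = enzyme with DMSO and 100% = wells lacking enzyme; many of its hits are not listed in these tables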
Numbers without * were called inactive. Not all compounds are listed; the hit share may differ from the screen's.

O=C(Cc1c[nH]c2ccccc12)N1CCN(c2ccccc2)CC1 was read as PAFAH2 FP inh -4, PAFAH1B3 inh -8, LYPLA1 counter 0, pPAFAH FP inh -3, EBNA-1 inhibitor -4, LYPLA2 counter 4, PAFAH1B2 inh 0, ZTA counter 13 and PREPL inh -2.
For CCSc1nnc(Cc2cc(=O)[nH]c(=O)[nH]2)n1-c1cccc(C)c1 the results were PAFAH2 FP inh 13, PAFAH1B3 inh -5, LYPLA1 counter -1, pPAFAH FP inh 2, EBNA-1 inhibitor -8, LYPLA2 counter 1, PAFAH1B2 inh 0, ZTA counter -1 and PREPL inh 1.
`CCN(CC)CCn1c(SCC(=O)NCc2ccco2)nc2c(sc3ccccc32)c1=O` gave PAFAH2 FP inh 2, PAFAH1B3 inh 10, LYPLA1 counter -4, pPAFAH FP inh 1, EBNA-1 inhibitor -17, LYPLA2 counter -6, PAFAH1B2 inh -1, ZTA counter 2 and PREPL inh -7.
`Nc1ccc(Sc2ccccc2)nc1` gave PAFAH2 FP inh 4, PAFAH1B3 inh 5, LYPLA1 counter 1, pPAFAH FP inh 0, EBNA-1 inhibitor -5, LYPLA2 counter -3, PAFAH1B2 inh -2, ZTA counter -13 and PREPL inh 0.
O=[N+]([O-])c1cccc(Cl)c1N1CCOCC1 was read as PAFAH2 FP inh 17, PAFAH1B3 inh 2, LYPLA1 counter 2, pPAFAH FP inh 2, EBNA-1 inhibitor -8, LYPLA2 counter 6, PAFAH1B2 inh 5, ZTA counter 3 and PREPL inh 2.
For Cc1cc(NC(=O)Nc2cccc(C(F)(F)F)c2)no1 the results were PAFAH2 FP inh -5, PAFAH1B3 inh -8, LYPLA1 counter -5, pPAFAH FP inh 6, EBNA-1 inhibitor -1, LYPLA2 counter 1, PAFAH1B2 inh 2, ZTA counter -3 and PREPL inh 2.
Screening Cc1cc(C)c2cc(CN(Cc3ccco3)C(=S)NCC3CCCO3)c(=O)[nH]c2c1 (configuration not stated) returned PAFAH2 FP inh 3, PAFAH1B3 inh -1, LYPLA1 counter 0, pPAFAH FP inh 4, EBNA-1 inhibitor -7, LYPLA2 counter 6, PAFAH1B2 inh 3, ZTA counter -33 and PREPL inh 4.
`COc1cc(/C=C2\CCCc3c2nc2ccccc2c3C(=O)O)cc(Cl)c1O` gave PAFAH2 FP inh -12, PAFAH1B3 inh 3, LYPLA1 counter 2, pPAFAH FP inh 8, EBNA-1 inhibitor -3, LYPLA2 counter 6, PAFAH1B2 inh -1, ZTA counter -10 and PREPL inh -7.
Cc1ccc(CN(Cc2cccnc2)C(=S)Nc2cc(Cl)ccc2C)cc1 was read as PAFAH2 FP inh -3, PAFAH1B3 inh 1, LYPLA1 counter -1, pPAFAH FP inh -1, EBNA-1 inhibitor 1, LYPLA2 counter -4, PAFAH1B2 inh 1, ZTA counter -18 and PREPL inh -5.
`CCc1nc(SCc2nnc(-c3ccc(C)cc3)o2)c2c(C)c(C)sc2n1` gave LYPLA1 counter 0, pPAFAH FP inh 2, EBNA-1 inhibitor 3, LYPLA2 counter -3, ZTA counter 10 and PREPL inh -2.
Screening CC(C)(C)c1ccc(/C=N/NC(=S)NCc2ccccc2)cc1 returned PAFAH2 FP inh 1, PAFAH1B3 inh 1, LYPLA1 counter -8, pPAFAH FP inh 0, EBNA-1 inhibitor 4, LYPLA2 counter -7, PAFAH1B2 inh 4, ZTA counter -15 and PREPL inh 4.
`COC(=O)CCC(=O)c1oc2ccc(Cl)cc2c1NC(=O)CCCN1C(=O)c2ccccc2C1=O` gave PAFAH2 FP inh -12, PAFAH1B3 inh -6, LYPLA1 counter 1, pPAFAH FP inh -1, EBNA-1 inhibitor -8, LYPLA2 counter 1, PAFAH1B2 inh -1, ZTA counter -5 and PREPL inh 6.
Screening Cc1ccc(-n2nc3c(c2NC(=O)C2CCCC2)CS(=O)(=O)C3)cc1 returned PAFAH2 FP inh -4, PAFAH1B3 inh 2, LYPLA1 counter 1, pPAFAH FP inh 3, EBNA-1 inhibitor -2, LYPLA2 counter 4, PAFAH1B2 inh 2, ZTA counter 19 and PREPL inh 2.
`COC(=O)c1cc2ccccc2c(-c2c(OC)c(C(=O)OC)cc3ccccc23)c1OC` gave PAFAH2 FP inh 2, PAFAH1B3 inh -3, LYPLA1 counter -4, pPAFAH FP inh 4, EBNA-1 inhibitor 9, LYPLA2 counter 2, PAFAH1B2 inh 7, ZTA counter 15 and PREPL inh 0.
For COc1cc(Br)cc(/C=C/c2ccc3cccc(O)c3n2)c1OC the results were PAFAH2 FP inh -2, PAFAH1B3 inh 7, LYPLA1 counter -5, pPAFAH FP inh 2, EBNA-1 inhibitor 0, LYPLA2 counter -8, PAFAH1B2 inh 7, ZTA counter -1 and PREPL inh 6.
`CCCc1cc(-c2n[nH]c(=S)n2CC)cs1` gave PAFAH2 FP inh 0, PAFAH1B3 inh 2, LYPLA1 counter 4, pPAFAH FP inh 7, EBNA-1 inhibitor -15, LYPLA2 counter -1, PAFAH1B2 inh -3, ZTA counter -2 and PREPL inh 3.
CN(C)S(=O)(=O)c1ccc(Cl)c(NC(=O)COC(=O)c2cc(-c3ccccc3)nc3ccccc23)c1 was read as PAFAH2 FP inh -17, PAFAH1B3 inh -21, LYPLA1 counter -20, pPAFAH FP inh -7, EBNA-1 inhibitor -4, LYPLA2 counter -29, PAFAH1B2 inh -11, ZTA counter -7 and PREPL inh -30.
For Cc1ccc(S(=O)(=O)N2CCN(CC(=O)N/N=C/c3ccco3)CC2)cc1 the results were PAFAH2 FP inh -11, PAFAH1B3 inh 11, LYPLA1 counter 0, pPAFAH FP inh -1, EBNA-1 inhibitor 2, LYPLA2 counter 5, PAFAH1B2 inh 8, ZTA counter -6 and PREPL inh 12.
Screening COc1cccc(OCCn2ccnc2)c1 returned PAFAH2 FP inh -1, PAFAH1B3 inh 2, LYPLA1 counter 0, pPAFAH FP inh -2, EBNA-1 inhibitor 6, LYPLA2 counter -1, PAFAH1B2 inh 9, ZTA counter 9 and PREPL inh 8.
`COc1ccccc1NC(=O)CSc1nnc(NC(=O)C2CCC2)s1` gave PAFAH2 FP inh 3, PAFAH1B3 inh 11, LYPLA1 counter -1, pPAFAH FP inh -3, EBNA-1 inhibitor -9, LYPLA2 counter 2, PAFAH1B2 inh 4, ZTA counter -18 and PREPL inh 10.
`COc1ccc(CN2C(=O)/C(=C/c3ccncc3)SC2=S)cc1` gave PAFAH2 FP inh 2, PAFAH1B3 inh 9, LYPLA1 counter -1, pPAFAH FP inh 1, EBNA-1 inhibitor -9, LYPLA2 counter -8, PAFAH1B2 inh 2, ZTA counter 9 and PREPL inh -6.
`COc1ccc(-c2csc(NC(=O)CSc3nnnn3C)n2)cc1OC` gave PAFAH2 FP inh 6, PAFAH1B3 inh -3, LYPLA1 counter 1, pPAFAH FP inh 5, EBNA-1 inhibitor 3, LYPLA2 counter -3, PAFAH1B2 inh 1, ZTA counter -10 and PREPL inh -5.
For O=C1CCCc2nc(N3CCN(Cc4ccccc4)CC3)ncc21 the results were PAFAH2 FP inh 1, PAFAH1B3 inh 10, LYPLA1 counter 3, pPAFAH FP inh 3, EBNA-1 inhibitor -3, LYPLA2 counter 1, PAFAH1B2 inh 0, ZTA counter -24 and PREPL inh 6.
`O=C(O)CCC(=O)N1CCc2cc(S(=O)(=O)NCc3ccc(Cl)cc3)ccc21` gave PAFAH2 FP inh 0, PAFAH1B3 inh 4, LYPLA1 counter 1, pPAFAH FP inh 1, EBNA-1 inhibitor -6, LYPLA2 counter 7, PAFAH1B2 inh 2, ZTA counter 9 and PREPL inh 4.
`O=c1ncc(F)c[nH]1` gave LYPLA1 counter 1, pPAFAH FP inh -4, EBNA-1 inhibitor 10, LYPLA2 counter 6, ZTA counter 2 and PREPL inh 27.
For COc1ccc2c(C)cc(N3CCN(Cc4ccccc4)CC3)nc2c1 the results were PAFAH2 FP inh -4, PAFAH1B3 inh 3, LYPLA1 counter 3, pPAFAH FP inh 2, EBNA-1 inhibitor 11, LYPLA2 counter 4, PAFAH1B2 inh -1, ZTA counter 8 and PREPL inh 7.
Screening O=C(O)CC1(CC(=O)Nc2ccc(Cl)cc2C(=O)c2ccccc2)CCCC1 returned PAFAH2 FP inh 0, PAFAH1B3 inh 3, LYPLA1 counter -1, pPAFAH FP inh -1, EBNA-1 inhibitor -8, LYPLA2 counter 0, PAFAH1B2 inh 4, ZTA counter -2 and PREPL inh 5.
CN1c2ccsc2/C(=N/NC(=O)c2c(F)cccc2F)CS1(=O)=O was read as PAFAH2 FP inh 5, PAFAH1B3 inh 2, LYPLA1 counter 1, pPAFAH FP inh 3, EBNA-1 inhibitor 7, LYPLA2 counter 5, PAFAH1B2 inh 1, ZTA counter 12 and PREPL inh 0.
Screening COc1cc(/C=C/C(=O)O)cc(S(=O)(=O)NCCCO)c1OC returned PAFAH2 FP inh -2, PAFAH1B3 inh 1, LYPLA1 counter 0, pPAFAH FP inh 7, EBNA-1 inhibitor 0, LYPLA2 counter -3, PAFAH1B2 inh -4, ZTA counter -15 and PREPL inh -6.
`Cc1ccc(C2(c3ccccc3)NC(=O)N(CC(=O)N3CC(=O)Nc4ccccc43)C2=O)cc1C` (configuration not stated) gave PAFAH2 FP inh 1, PAFAH1B3 inh 9, LYPLA1 counter -7, pPAFAH FP inh -1, LYPLA2 counter -3, PAFAH1B2 inh 4, ZTA counter 4 and PREPL inh -62.
For CCC(Cc1ccccc1)NC(=O)CN1C(=O)CSc2ncccc21 (configuration not stated) the results were PAFAH2 FP inh -9, PAFAH1B3 inh 3, LYPLA1 counter 4, pPAFAH FP inh -1, EBNA-1 inhibitor -8, LYPLA2 counter 2, PAFAH1B2 inh 2, ZTA counter 3 and PREPL inh -2.
`O=C(O)CNC(=O)/C=C/c1c(Cl)cccc1Cl` gave PAFAH2 FP inh -2, PAFAH1B3 inh 0, LYPLA1 counter 1, pPAFAH FP inh 5, EBNA-1 inhibitor 2, LYPLA2 counter 5, PAFAH1B2 inh -1, ZTA counter 5 and PREPL inh -4.
`CSc1ccccc1OCc1cc(C(=O)N2CCN(C3CCCC3)C(=O)C2)no1` gave PAFAH2 FP inh -2, PAFAH1B3 inh -2, LYPLA1 counter 5, pPAFAH FP inh 7, EBNA-1 inhibitor 6, LYPLA2 counter 6, PAFAH1B2 inh 0, ZTA counter 5 and PREPL inh 13.
`Cc1noc(C)c1COc1ccc(C(=O)OCC(=O)Nc2ccc(S(N)(=O)=O)cc2)cc1` gave PAFAH2 FP inh -1, PAFAH1B3 inh 5, LYPLA1 counter -5, pPAFAH FP inh 0, LYPLA2 counter 1, PAFAH1B2 inh 5, ZTA counter 9 and PREPL inh 16.
`CCOc1ccc(CCNC(=O)c2sc3nc4n(c(=O)c3c2C)CCC4)cc1` gave PAFAH2 FP inh 2, PAFAH1B3 inh 12, LYPLA1 counter 0, pPAFAH FP inh 6, EBNA-1 inhibitor -2, LYPLA2 counter 10, PAFAH1B2 inh 5, ZTA counter 17 and PREPL inh 11.
Screening O=C(NCc1ccccn1)c1ccc(OC2CCN(Cc3ccccc3)CC2)cc1 returned PAFAH2 FP inh 10, PAFAH1B3 inh 0, LYPLA1 counter 1, pPAFAH FP inh -2, EBNA-1 inhibitor 2, LYPLA2 counter 3, PAFAH1B2 inh 3, ZTA counter -8 and PREPL inh 11.
